GRP78 ERSR act: inducers of ER stress response in human glioma cells. 420,000 compounds, 0.02% hits. Potency, µM, inactives show top-dose activation, hits mostly activators. U87-MG GRP78 promoter luciferase reporter, 16 h. AID 602332; also: potency is read from the fitted curve at half-maximal effect; series mostly up to about 76 µM; % of control where 0% means no effect; nearly all actives have a fitted effect of over 35% in size
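Stably transfected U87-MG human glioma cells carrying a GRP78-based luminescent sensor were seeded at 1000 cells/well, pin-dosed with compounds and incubated 16 h. Luciferase reagent was then added, and end-point luminescence was read after 10 min at room temperature.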
LDHA inh: blocks human lactate dehydrogenase A; P00338; activity change, % (values are at about 110 or 230 µM); purified LDHA, NADH/diaphorase-resazurin fluorescence; hits give low values; 480,000 compounds, 0.15% hits; in the data active = activity change below about -30%; inconclusive = mostly about -25% to -30%;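 also: plate controls were DMSO wells for no effect and wells without enzyme for full effect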
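Resorufin fluorescence (ex540/em590), read at 0 and 20 min after diaphorase/resazurin addition, reports the NADH left after a 5 min room-temperature reaction of 2 nM human LDH5 with 0.06 mM NADH and 0.2 mM pyruvate.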
Vif-A3F inh: blocks the Vif interaction with APOBEC3F | 390,000 compounds, 0.2% hits | Potency, µM (series often up to 46.1 µM), inactives show at the highest dose activity, negative = active | HeLa A3F-eYFP + Vif (tagged APOBEC3F with the HIV-1 protein that degrades it), YFP fluorescence increase; also: potency is read from the fitted curve at half-maximal effect; % of control where 0% means no effect; nearly all actives have a fitted effect of over 65% in size
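HeLa cells stably expressing A3F-eYFP plus Vif, plated and incubated overnight at 37 deg C, then exposed to compounds overnight at 37 deg C. Blocked degradation read as raised yellow fluorescence (Ex 488/Em 500-530).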
TrxR1 substrate: is turned over as a substrate by rat TrxR1; AID 588456; purified TrxR1 substrate turnover, NADPH consumption readout; 390,000 compounds, 0.01% hits; O89049; Potency, µM (series often up to 114 µM), inactives show top-dose activity change, negative = substrate turnover; also: potency is read from the fitted curve at half-maximal effect; % is scaled to controls: 0 for no effect and ±100 for the full control effect; nearly all actives have a fitted effect of over 50% in size
Target sequence (O89049 whole entry, looked up): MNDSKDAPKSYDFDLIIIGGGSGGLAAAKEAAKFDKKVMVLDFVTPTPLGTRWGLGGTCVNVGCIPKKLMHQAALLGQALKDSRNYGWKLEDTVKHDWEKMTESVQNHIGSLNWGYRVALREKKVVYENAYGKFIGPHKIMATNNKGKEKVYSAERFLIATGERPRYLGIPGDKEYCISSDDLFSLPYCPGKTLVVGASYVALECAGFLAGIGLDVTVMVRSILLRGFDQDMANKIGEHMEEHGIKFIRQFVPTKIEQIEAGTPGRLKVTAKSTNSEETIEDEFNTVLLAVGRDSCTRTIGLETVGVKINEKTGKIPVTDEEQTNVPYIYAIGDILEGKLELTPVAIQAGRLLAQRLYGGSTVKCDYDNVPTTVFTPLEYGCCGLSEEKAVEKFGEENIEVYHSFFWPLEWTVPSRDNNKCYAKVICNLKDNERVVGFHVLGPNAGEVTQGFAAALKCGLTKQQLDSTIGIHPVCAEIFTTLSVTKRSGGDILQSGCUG
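Rat TrxR1, dispensed at 90 nM, was prereduced with 400 uM NADPH (final) for 5 min at ~22 deg C, then incubated with compound 15 min before 400 uM selenite. A first-read NADPH fluorescence drop versus no-compound background flagged substrates.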
RGS4 inh: inhibitors of human regulator of G protein signaling 4; Transcreener GDP fluorescence polarization, RGS4-accelerated GTP hydrolysis; 390,000 compounds, 0.039% hits; Potency, µM (doses to about 114 µM), without a hit: at the highest dose activity change, negative = inhibition, usual class: inhibitors; also: potency is read from the fitted curve at half-maximal effect; % is scaled to controls: 0 for no effect and ±100 for the full control effect; nearly all actives have a fitted effect of over 75% in size; some results filed as inactive show a strong effect at the top dose
Target sequence (P49798 whole entry, looked up): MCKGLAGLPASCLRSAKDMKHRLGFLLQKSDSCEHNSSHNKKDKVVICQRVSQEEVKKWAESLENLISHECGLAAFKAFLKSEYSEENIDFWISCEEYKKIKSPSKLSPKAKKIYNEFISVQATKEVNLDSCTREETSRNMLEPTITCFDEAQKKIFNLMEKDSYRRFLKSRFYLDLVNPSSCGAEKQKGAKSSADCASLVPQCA
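MLSMR compounds (23 nl, pin-transferred) preincubated 10 min at room temperature with a 500nM (2x) first reagent, then RGS4 at 900nM (2x) plus Transcreener GDP mix added; fluorescence polarization (620/688 nm) read before and after 90 min at 30 °C.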
USP1-UAF1 inh: inhibitors of human USP1/UAF1 deubiquitinase | O94782 | recombinant USP1/UAF1, Ub-Rhodamine cleavage fluorescence | Potency, µM (titrated, usually from 57.1 µM), for inactives: at the top dose activity change, negative = inhibition, most hits filed as inhibitors | 390,000 compounds, 0.23% hits; also: potency is read from the fitted curve at half-maximal effect; % is scaled to controls: 0 for no effect and ±100 for the full control effect; nearly all actives have a fitted effect of over 60% in size; inactives centre near -12
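USP1/UAF1 complex at 1 nM was preincubated with compound for 15 min at room temperature, then Ub-Rho substrate (150nM final) was added. Fluorescence (480/540 nm) was read kinetically, 6 reads every 60 seconds.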
Vif-A3G inh: blocks the Vif interaction with human APOBEC3G; Q9HC16; Potency, µM (highest dose often 46.1 µM), inactives show at the highest dose activity, negative = active, usual class: inhibitors; 410,000 compounds, 0.076% hits; HeLa A3G-eYFP + Vif (tagged APOBEC3G with the HIV-1 protein that degrades it), YFP fluorescence, overnight;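 also: potency is read from the fitted curve at half-maximal effect; % is scaled to controls: 0 for no effect and ±100 for the full control effect; nearly all actives have a fitted effect of over 60% in size; hits raise eYFP signal because A3G escapes Vif-driven loss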
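HeLa cells stably expressing Vif and C-terminally eYFP-tagged A3G, seeded overnight at 37 deg C, then exposed to compound by pintool overnight at 37 deg C. Rise in yellow fluorescence (Ex 488/Em 500-530, Acumen) marks blocked Vif-driven A3G degradation.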
mIDH1 inhibitor: inhibitors of human mutant IDH1 R132H | Potency, µM (top dose mostly 76.6 µM), for the others: at the highest dose activity change, negative = inhibition, hits mostly inhibitors | 390,000 compounds, 0.093% hits | IDH1-R132H enzyme, NADPH consumption, diaphorase/resazurin fluorescence | O75874; also: potency is read from the fitted curve at half-maximal effect; % is scaled to controls: 0 for no effect and ±100 for the full control effect; nearly all actives have a fitted effect of over 65% in size
Target sequence (O75874 whole entry R132H, stated change not applied): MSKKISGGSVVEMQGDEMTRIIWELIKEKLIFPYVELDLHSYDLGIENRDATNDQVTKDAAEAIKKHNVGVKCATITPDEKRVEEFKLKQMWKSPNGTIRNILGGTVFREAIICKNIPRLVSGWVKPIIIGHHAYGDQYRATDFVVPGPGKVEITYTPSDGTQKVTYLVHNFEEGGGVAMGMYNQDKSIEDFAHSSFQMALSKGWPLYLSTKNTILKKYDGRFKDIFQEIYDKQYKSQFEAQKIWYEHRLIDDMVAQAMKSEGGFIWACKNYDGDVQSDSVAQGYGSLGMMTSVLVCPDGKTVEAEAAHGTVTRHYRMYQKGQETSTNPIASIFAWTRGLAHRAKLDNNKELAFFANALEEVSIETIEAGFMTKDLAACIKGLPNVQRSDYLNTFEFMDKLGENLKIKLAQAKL
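IDH1-R132H (0.5 ug/mL) preincubated 30 min with compound, then NADPH (0.016 mM) and alpha-KG (2 mM) added; 80 min at RT, pH 7.5. Remaining NADPH coupled via diaphorase/resazurin to fluorescence (540/590 nm); concentration-response curves normalized to no-enzyme control.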
TrxR1 inh: blocks rat thioredoxin reductase 1. Potency, µM (series often up to 114 µM), for the others: top-dose activity change, negative = inhibition, most hits filed as inhibitors. 390,000 compounds, 1% hits. recombinant rTrxR1, NADPH fluorescence consumption, selenite substrate. O89049; also: potency is read from the fitted curve at half-maximal effect; % is scaled to controls: 0 for no effect and ±100 for the full control effect; nearly all actives have a fitted effect of over 65% in size
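Rat TrxR1 (90 nM in the dispensed reagent) was pre-reduced with 400 uM NADPH for 5 min at room temperature, then incubated with compound for 15 min. After 400 uM selenite was added, NADPH fluorescence (Ex 340/Em 450 nm) was followed for 8 min.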
* marks the source's active call; other numbers are inactive results; ? = inconclusive; · = no result given; & = joins results of further samples; [ ] = dose if it differs, or a comment. Unless noted, calls follow the shape of the dose curve; as a rule, active = well fitted curve in the direction sought with a large enough effect; inconclusive = small, poorly fitted or top-dose-only effect, or another doubt; inactive = no such curve, though single readings can be large; an effect the other way counts as inactive or inconclusive.

| structure | GRP78 ERSR act | LDHA inh | Vif-A3F inh | TrxR1 substrate | RGS4 inh | USP1-UAF1 inh | Vif-A3G inh | mIDH1 inhibitor | TrxR1 inh |
| --- | --- | --- | --- | --- | --- | --- | --- | --- | --- |
| Cc1cc(NC(=O)c2cc(C)on2)n(-c2ccccc2)n1 | 0% | -5 | -2% | -14% | 17% | -5% | 1% | -2% | -16% |
| Cc1ccc(C(=O)c2oc3ccccc3c2NC(=O)Cc2coc3cc(C)ccc23)cc1 | -2% | -6 | 3% | 15% | -1% | -3% | 3% | 0% | 35% |
| Cn1nnnc1SCC(=O)Nc1ccc(Br)cc1Br | -3% | -3 | -17% | -10% | -5% | -6% | 2% | -2% | -6% |
| Cc1ccc(S(=O)(=O)N/N=C/c2cc(Br)ccc2O)cc1 | 0% | -2 | -9% | 0% | 6% | -8% | -4% | -6% | 4% |
| CC(C)c1nccn1CCC(=O)O | -1% | -8 | -4% | 10% | -12% | -12% | 1% | -4% | 25% |
| COc1ccc(NC(=O)c2ccc(C)cc2)c[n+]1[O-] | 5% | -4 | ? | 12%[57.1 µM] | 4% | -4% | 1% | 4% | 22%[57.1 µM] |
| CCCN1C2=C(C(=O)CC(C)(C)C2)C(c2ccc(F)cc2)C2=C1c1ccccc1C2=O (stereo not given) | -4% | 1 | 2% | -2% | -11% | -3% | -2% | 3% | -16% |
| CCOc1ccccc1Nc1ccc(C(=O)O)cc1[N+](=O)[O-] | -1% | -1 | 9% | 2% | 7% | -31% | -3% | 24% | 16% |
| CCOc1ccc(/C=N/NC(=O)CN2CCCCC2)cc1OCC | -1% | 0 | 1% | 4% | -42% | -15% | -9% | 14% | 9% |
| Cc1ccc2c(c1)c1c(c(=O)n(Cc3ccccc3)c(=O)n1CC(=O)Nc1ccccc1C)n2C | -1% | -7 | 5% | -4% | -15% | -5% | 6% | 19% | 14% |
| O=C(CCN1C(=O)c2ccccc2S1(=O)=O)Nc1ccc2c(c1)OCCO2 | -1% | -1 | 2% | 6% | 10% | ? | -3% | 2% | 2% |
| Cc1ccc(S(=O)(=O)/N=S(/C)c2ccccc2)cc1 (stereo not given) | -5% | -6 | -4% | 10%[57.1 µM] | -24% | -21% | 0% | 1% | 11%[57.1 µM] |
| CCOc1ccc(N(CC(=O)Nc2cccnc2)S(C)(=O)=O)cc1 | -6% | -6 | -16% | -5% | 6% | 1% | 1% | -2% | -3% |
| CSc1ccc(CCNC(=O)CN2C(=O)c3cccnc3Oc3ccc(C)cc32)cc1 | -5%&-4% | -9&-9 | 21%&2% | -3%&-3% | 26%&7% | -4%&-11% | -8%&-2% | 1%&0% | 11%&9% |
| O=C(c1ccc(-n2cncn2)c([N+](=O)[O-])c1)N1CCN(S(=O)(=O)c2ccc(Br)cc2)CC1 | -1% | 0 | -9% | -1% | -15% | -21% | -2% | 3% | 12% |
| CC1(C)CC(=O)C=C(NC2CC(C)(C)NC(C)(C)C2)C1 | -2% | -9 | -10% | 7%[57.1 µM] | 12% | -2% | 1% | -4% | 10% |
| CC1=NN(C(N)=S)C(=O)C1N=Nc1ccc(Br)cc1 (stereo not given) | 5% | -14 | 2% | 3%[57.1 µM] | -2% | -19% | -6% | -1% | 10%[57.1 µM] |
| Cc1cccc(/N=C/c2c(O)cc(C)oc2=O)n1 | -5% | 4 | -17% | -5% | -25% | ? | 6% | 3% | ? |
| CN(C)CCCNc1ccc(-c2n[nH]c(=O)c3ccccc23)cc1[N+](=O)[O-] | -5% | -3 | 4% | -7%[2.29 µM] | -19% | -19% | 3% | 5% | 20% |
| CCN(CC(=O)N1CCCC1)S(=O)(=O)c1cc(C)ccc1OC | 0% | -9 | 4% | -4% | 4% | -29% | -1% | 0% | 1%[57.1 µM] |
| Cn1nnnc1SCc1ccc(CSc2nnnn2C)cc1 | -4% | -2 | -3% | 2% | -14% | 1% | -5% | -19% | 11% |
| Cc1ccc2c(c1)c1c3n2CCN(CCC#N)C3CCC1 (stereo not given) | -3% | -1 | -5% | · | · | -16% | -1% | 9% | · |
| CCOc1ccc2ccccc2c1CNc1nnnn1CC | 0% | -2 | 7% | 6% | 10% | 0% | 0% | -3% | 13% |
| O=C1/C(=C/C=C/c2ccco2)SC(=S)N1NS(=O)(=O)c1ccccc1 | -6% | -3 | -8% | -20% | -10%[11.4 µM] | ? | 1% | 12% | 45µM* |
| CCc1cccc2c(C(=O)CN3C(=O)NC4(CCCCC4)C3=O)c[nH]c12 | 3% | -7 | -16% | 4% | -2% | -21% | -25% | -3% | 15% |
| Cc1nc(-c2cccc(S(=O)(=O)N3CC(C)OC(C)C3)c2)cs1 (stereo not given) | 1% | -5 | 8% | -5% | -2% | -14% | 2% | 0% | -3% |
| CCOc1ccccc1NC(=O)CCS(=O)(=O)c1ccc2c(c1)CC(C)N2C(C)=O (stereo not given) | 1% | -7 | 5% | -2% | -1% | -2% | 0% | 5% | 26% |
| O=C(COC(=O)c1ccc(Cl)nc1)Nc1ccc2c(c1)OCCO2 | 1% | -13 | 8% | -1% | -13% | -20% | 0% | -8% | 14% |
| CO[C@H]1CC[C@@]2(C)[C@@H](CC[C@@H]3[C@@H]2CC[C@@]2(C)[C@H]3C[C@H](C(=O)N[C@@H](CCCN=C(N)N)C(=O)NCC(=O)N[C@@H](CC(=O)O)C(N)=O)O[C@]23CCCO3)C1 | -5% | -3 | -2% | 4% | -8% | -6% | 2% | 4%[38.3 µM] | 26% |
| Nn1c(SCC(=O)Nc2ccc(N3CCOCC3)cc2)nnc1-c1ccccc1F | 4% | -5 | 1% | -9% | -7% | -1% | -8% | 8% | -3% |

Sorted by molar mass (smallest number first): 3 of the compounds above
| structure | GRP78 ERSR act | LDHA inh | Vif-A3F inh | TrxR1 substrate | RGS4 inh | USP1-UAF1 inh | Vif-A3G inh | mIDH1 inhibitor | TrxR1 inh |
| --- | --- | --- | --- | --- | --- | --- | --- | --- | --- |
| Cc1ccc2c(c1)c1c3n2CCN(CCC#N)C3CCC1 (stereo not given) | -3% | -1 | -5% | · | · | -16% | -1% | 9% | · |
| Cc1nc(-c2cccc(S(=O)(=O)N3CC(C)OC(C)C3)c2)cs1 (stereo not given) | 1% | -5 | 8% | -5% | -2% | -14% | 2% | 0% | -3% |
| O=C1/C(=C/C=C/c2ccco2)SC(=S)N1NS(=O)(=O)c1ccccc1 | -6% | -3 | -8% | -20% | -10%[11.4 µM] | ? | 1% | 12% | 45µM* |

Returning to the listing with the three entries that preceded the break.
SMILES | GRP78 ERSR act | LDHA inh | Vif-A3F inh | TrxR1 substrate | RGS4 inh | USP1-UAF1 inh | Vif-A3G inh | mIDH1 inhibitor | TrxR1 inh
O=C(COC(=O)c1ccc(Cl)nc1)Nc1ccc2c(c1)OCCO2 | 1% | -13 | 8% | -1% | -13% | -20% | 0% | -8% | 14%
CO[C@H]1CC[C@@]2(C)[C@@H](CC[C@@H]3[C@@H]2CC[C@@]2(C)[C@H]3C[C@H](C(=O)N[C@@H](CCCN=C(N)N)C(=O)NCC(=O)N[C@@H](CC(=O)O)C(N)=O)O[C@]23CCCO3)C1 | -5% | -3 | -2% | 4% | -8% | -6% | 2% | 4%[38.3 µM] | 26%
Nn1c(SCC(=O)Nc2ccc(N3CCOCC3)cc2)nnc1-c1ccccc1F | 4% | -5 | 1% | -9% | -7% | -1% | -8% | 8% | -3%
COc1ccc(-c2c(C)nn3c(N4CCC(C(=O)NCCC(C)C)CC4)cc(C)nc23)cc1OC | -2% | -2 | -11% | 22% | -23% | -17% | 0% | -5% | 40%[activator]
O=C(c1ccccc1F)N1CCN(Cc2cccc(Cl)c2)CC1 | -3% | -25 | -6% | 6%[57.1 µM] | -15% | -8% | -2% | 4% | -7%[57.1 µM]
CCNC(=O)Cn1cc(C(F)(F)F)cc(Cl)c1=O | -2% | -2 | 3% | 5% | -5%[11.4 µM] | -7% | 0% | 3% | 7%
CCCCNC(=S)N/N=C/c1ccc(C)s1 | 2% | -9 | ? | -3% | ? | -12% | -6% | -3% | -11%
CSc1cccc(-n2ccc(=O)c(C)c2C)c1 | -2% | -7 | 2% | 4% | 3% | -17% | -1% | -1% | 22%
CC(=O)Nc1ccc(OCC(O)Cn2nc(C)c(Br)c2C)cc1 (stereo not given) | -5% | -5 | 2% | -1% | 5% | -12% | -3% | 4% | 7%
COc1cc(C(=S)N2CCC(C(N)=O)CC2)ccc1O | -5% | 3 | 0% | 1%[11.4 µM] | -14%[11.4 µM] | -20% | -7% | 2% | -29%[11.4 µM]
COC(=O)C1=COC(C)C2CN3CCc4c([nH]c5ccccc45)C3CC12 (stereo not given) | -3% | -1 | ? | 8% | 12% | -14% | -19% | -2% | -26%
O=C(Nc1ccc(F)cc1F)c1ccc(-n2cccn2)nc1 | -1% | -3 | 3% | 16% | 3% | -8% | 0% | 3% | 6%[57.1 µM]
O=C(CN1C(=O)NC2(CCCCCC2)C1=O)Nc1ccc(Cl)cc1Cl | -1% | -7 | -1% | -5% | 11% | -5% | 0% | -3% | -4%
Cc1ccc(C(=O)OCC(=O)N2CCOCC2)c(C)c1 | -2% | -6 | 5% | 3%[57.1 µM] | 9% | -17% | -1% | -6% | 8%[57.1 µM]
COc1cc(S(=O)(=O)N(C)C)ccc1Br | -4% | -6 | -5% | 5% | 2% | -13% | 2% | 9% | 15%

Not all compounds are listed; rates above refer to the full screens.
